Screening data (PubChem)
PLC-beta3 inh – PLC-beta3 (human) inhibition, primary screen; AID 720704; inhibition, % at 12.2 µM; Purified PLC-beta3, fluorogenic substrate, fluorescence; Q01970; 0.18% of 370,000 active; in the data active = inhibition above about 11%;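 also: 0% = median of compound wells on plate and 100% = full blocker control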
DAX1 inh-1 – DAX1 (NR0B1) inhibition, primary screen | AID 652010 | 1.1% of 370,000 active | inhibition, % at 6.8 µM | HEK293T StAR-luciferase reporter, SF-1/DAX-1 repression relief;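 active = inhibition above the mean over all tested compounds plus 3 SD, cut at about 3.6% in these data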;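 also: 0% = DAX-1 cells with DMSO and 100% = cells lacking DAX-1 with DMSO; higher inhibition means more luminescence from relief of DAX-1 repression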
FXN GAA850 act – increases GAA850 frataxin promoter reporter activity | AID 540364 | activation, % at 6 µM | 0.56% of 360,000 active | HEK293 lucGAA850 FXN promoter luciferase reporter, 24 h; percent of 10 µM SAHA response;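 active = activation above the average of all compounds screened plus 3 SD, cutoff fixed separately per campaign, cut at about 7.5% in these data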;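 also: 0% = DMSO wells and 100% = 10 µM SAHA wells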
ssDAF12 agonist – activates DAF-12 receptor from parasite S. stercoralis; HEK293 ssDAF-12/GRIP1 lit1-tk-luc reporter, luminescence; % of 3 µM dafachronic acid response; 1% of 370,000 active; AID 652126; activation, % at 6.8 µM;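 active = activation above the mean over all tested compounds plus 3 SD, cut at about 0.9% in these data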;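 also: 0% = DMSO-only wells and 100% = 3 µM delta7-dafachronic acid wells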
hgDAF-12 ag – hgDAF-12 agonism, primary luciferase screen; HEK293 GAL4-hgDAF12 UAS-luciferase reporter, agonist luminescence; normalized to butyrate control; activation, % at 6.8 µM; 1.8% of 370,000 active;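 active = activation above a cutoff set at the mean of all screened compounds plus 3 SD, cut at about 10% in these data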;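 also: 0% = DMSO wells and 100% = sodium butyrate wells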
hcDAF-12 act – activates DAF-12 receptor from parasite H. contortus; HEK293 hcDAF-12 lit1-tk-luc reporter, luminescence; 0% DMSO, 100% Δ7-dafachronic acid; activation, % at 6.8 µM; 1.4% of 370,000 active;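 active = activation above the mean of all tested compounds plus 3 SD, cut at about 5.5% in these data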;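 also: 100% = response to 3 µM Δ7-dafachronic acid high control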
PLCg1 inh – PLC-gamma1 (human) inhibition, primary screen | P19174 | inhibition, % at 12.2 µM | purified PLC-gamma1, fluorogenic substrate, fluorescence | 0.84% of 370,000 active; in the data active = inhibition above about 9.5%
ADAM10 inh – inhibitors of human ADAM10; O14672; recombinant ADAM10, EDANS/DABCYL FRET peptide cleavage, 3 h; inhibition, % at 7 µM; 0.62% of 370,000 active;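 active = inhibition above a per-campaign cutoff equal to the mean of compounds falling between control-based bounds plus 3 SD, cut at about 20% in these data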;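 also: 0% = DMSO wells while the 100% control is not disclosed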
Target sequence (O14672 214-748 limits assumed): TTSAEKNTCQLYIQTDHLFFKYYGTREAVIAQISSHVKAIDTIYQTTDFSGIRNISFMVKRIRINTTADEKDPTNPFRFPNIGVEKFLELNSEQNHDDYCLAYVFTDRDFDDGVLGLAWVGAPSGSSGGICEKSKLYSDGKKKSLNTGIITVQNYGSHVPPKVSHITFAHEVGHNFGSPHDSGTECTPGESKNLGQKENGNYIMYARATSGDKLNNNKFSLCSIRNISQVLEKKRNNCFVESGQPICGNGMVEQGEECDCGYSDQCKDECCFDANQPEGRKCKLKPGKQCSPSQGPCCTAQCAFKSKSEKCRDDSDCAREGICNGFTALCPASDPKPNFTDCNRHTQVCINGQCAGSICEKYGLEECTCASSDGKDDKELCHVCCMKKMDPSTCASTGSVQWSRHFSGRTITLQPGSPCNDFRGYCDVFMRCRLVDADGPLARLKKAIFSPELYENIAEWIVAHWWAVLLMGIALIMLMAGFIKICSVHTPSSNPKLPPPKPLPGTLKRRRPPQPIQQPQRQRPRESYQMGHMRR
DAX1 inh-2 – inhibitors of human orphan nuclear receptor DAX1 (NR0B1). P51843. AID 504766. 0.99% of 340,000 active. HEK293 Gal4-DAX1 luciferase reporter, luminescence. inhibition, % at 6.75 µM;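 active = inhibition above the mean over all tested compounds plus 3 SD, cut at about 4.2% in these data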;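 also: 0% = DAX1-transfected cells with DMSO and 100% = empty-vector control cells with DMSO; inhibition shows as a rise in luminescence from relieved DAX1 repression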
sPLA2-III inh – Blocks human group III sPLA2 activity; QFRET BODIPY PC-A2 liposome hydrolysis, fluorescence; Q9NZ20; 0.56% of 370,000 active; inhibition, % at 12.2 µM; AID 743126;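 active = inhibition above mean plus 3 SD of compounds lying within the high and low control bounds, cut at about 19% in these data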;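 also: 0% = median of test compound wells and 100% = no enzyme DMSO wells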
Target sequence (Q9NZ20 whole entry, looked up): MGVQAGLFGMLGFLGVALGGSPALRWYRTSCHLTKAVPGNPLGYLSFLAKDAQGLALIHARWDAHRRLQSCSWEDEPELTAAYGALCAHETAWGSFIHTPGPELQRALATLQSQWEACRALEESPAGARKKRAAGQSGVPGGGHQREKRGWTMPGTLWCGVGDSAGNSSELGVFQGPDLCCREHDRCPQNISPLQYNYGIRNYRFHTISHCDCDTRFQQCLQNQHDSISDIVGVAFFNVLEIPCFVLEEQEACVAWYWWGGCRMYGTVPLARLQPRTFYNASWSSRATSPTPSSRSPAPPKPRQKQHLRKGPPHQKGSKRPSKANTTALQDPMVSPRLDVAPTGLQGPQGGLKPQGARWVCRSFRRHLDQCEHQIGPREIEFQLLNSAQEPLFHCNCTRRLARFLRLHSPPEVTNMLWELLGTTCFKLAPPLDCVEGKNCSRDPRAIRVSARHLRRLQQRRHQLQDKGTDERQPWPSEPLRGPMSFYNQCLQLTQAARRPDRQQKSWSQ
ADAM17 inh – inhibitors of human ADAM17; recombinant ADAM17, EDANS/DABCYL FRET peptide cleavage; inhibition, % at 6.95 µM; 0.83% of 370,000 active; AID 720648;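 active = inhibition above the mean of compounds lying between control limits plus 3 SD, set per campaign, cut at about 8.5% in these data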;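 also: 0% = DMSO-only wells as the low control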
An asterisk follows results filed as active; i = inactive; . = not tested or not shown.

SMILES | PLC-beta3 inh | DAX1 inh-1 | FXN GAA850 act | ssDAF12 agonist | hgDAF-12 ag | hcDAF-12 act | PLCg1 inh | ADAM10 inh | DAX1 inh-2 | sPLA2-III inh | ADAM17 inh
O=C1CCCC2=C1C(c1ccccn1)Nc1ccc(C(=O)c3ccccc3)cc1N2 (centres undefined) | -3 | 0.3 | 2.0 | -0.9 | 2.2 | 2.7 | -8 | 2 | -0.3 | -2 | -1
Cc1ccnc(NS(=O)(=O)c2cc([N+](=O)[O-])ccc2C)c1 | 3 | 0.4 | 1.7 | -1.4 | 0.0 | -1.6 | 2 | -1 | 0.8 | 4 | -3
O=c1c2ccccc2nc(SCc2cc(F)ccc2F)n1C1CCCC1 | 1 | -0.4 | 4.9 | -0.8 | -0.1 | -0.2 | -2 | 3 | 0.6 | 3 | -3
Cc1ccc(-c2nnc(Nc3ccc(O)cc3)c3ccccc23)cc1S(=O)(=O)NCCO | -5 | -0.4 | 1.6 | 0.3 | -1.5 | -2.4 | -5 | 0 | -1.3 | 11 | -3
C=CCn1c(-c2cc(Cl)ccc2OC)n[nH]c1=S | 2 | -0.7 | -0.8 | -1.1 | 0.3 | -1.1 | 2 | -5 | 0.1 | 1 | 0
CCCCC(NS(=O)(=O)c1ccc(OC)cc1)C(=O)O (centres undefined) | 3 | 0.1 | -0.5 | -0.9 | 2.3 | -0.2 | 4 | 0 | -1.0 | 2 | 1
Cc1ccc(-c2n[nH]c(=S)n2/N=C/c2ccc(C(=O)O)cc2)cc1 | -9 | 0.0 | 4.1 | -1.2 | 1.9 | 0.4 | 2 | -17 | 0.9 | 8 | -4
Cc1c(C(=O)NCc2ccco2)oc2c(F)cccc12 | -12 | 0.1 | 5.1 | -0.2 | 0.7 | 5.9* | -1 | -14 | 1.1 | 4 | -2
COc1ccc(S(=O)(=O)Nc2ccccc2N2CCOCC2)cc1[N+](=O)[O-] | -4 | -0.6 | 1.6 | -1.9 | -2.2 | -2.0 | 4 | -1 | 0.8 | 4 | 1
CC1CCc2c(sc3nc(CN4CCOCC4)nc(NS(=O)(=O)c4cccc([N+](=O)[O-])c4)c23)C1 (centres undefined) | -4 | 0.2 | 2.1 | -1.2 | -0.7 | -1.0 | -1 | -10 | -0.4 | -30 | 2

Some entries already given, reduced to FXN GAA850 act and hgDAF-12 ag.
SMILES,FXN GAA850 act,hgDAF-12 ag
O=c1c2ccccc2nc(SCc2cc(F)ccc2F)n1C1CCCC1,4.9,-0.1
Cc1ccc(-c2nnc(Nc3ccc(O)cc3)c3ccccc23)cc1S(=O)(=O)NCCO,1.6,-1.5

Continued.
SMILES | PLC-beta3 inh | DAX1 inh-1 | FXN GAA850 act | ssDAF12 agonist | hgDAF-12 ag | hcDAF-12 act | PLCg1 inh | ADAM10 inh | DAX1 inh-2 | sPLA2-III inh | ADAM17 inh
CC(=O)c1c(C)[nH]c(C(=O)COC(=O)c2cccnc2Cl)c1C | -5 | 1.2 | 1.3 | 0.2 | 2.5 | 1.0 | -1 | -5 | 0.2 | -2 | 7
CN(CC(=O)NC(=O)NCc1ccco1)Cc1nc2ccccc2c(=O)[nH]1 | -3 | 0.3 | 1.1 | -0.6 | -0.4 | -0.1 | -3 | 1 | 1.4 | 5 | -9
COc1cc(/C=C/C(=O)c2ccc(NS(=O)(=O)c3ccc(C)cc3)cc2)ccc1OC(F)F | -7 | -0.8 | 3.1 | -1.5 | 2.0 | 0.6 | -5 | 8 | -1.6 | -37 | 4
CCCNC(=O)c1cc(C2CCCCN2C(=O)OCC(C)C)on1 (centres undefined) | 1 | 0.2 | 1.2 | -1.2 | -0.6 | -2.8 | 3 | -12 | . | 13 | 5
O=C(COC(=O)COc1ccc(Br)cc1)NCCC1=CCCCC1 | 0 | -0.5 | 1.4 | -0.8 | 1.5 | -1.0 | -1 | 3 | 2.3 | -6 | 1
CC(=O)Nc1nonc1-c1ccccc1 | -2 | 0.3 | -3.1 | -1.5 | -0.8 | -1.9 | 2 | -12 | -0.3 | 7 | -5
CC(=O)NCCNC(=O)c1ccc(-n2c(C)ccc2C)cc1 | -7 | 0.3 | 2.6 | -1.9 | -2.2 | -0.2 | -5 | 2 | 0.5 | 3 | -3
Cc1cc(NC(=O)c2cccs2)no1 | -6 | 0.7 | 3.8 | -1.5 | 4.2 | -2.0 | -1 | 0 | -0.1 | -5 | -3
O=C(N/N=C/c1cc(Br)c(O)c(Br)c1)c1cc2c(ccc3ccccc32)o1 | i | 5.2* | 0.6 | -0.5 | 3.7 | -0.9 | i | -4 | -0.8 | -6 | -3
COc1ccc(N/N=C(/N=Nc2nc(C)cc(=O)[nH]2)c2ccccc2)cc1 | -2 | -1.7 | -10 | -0.9 | -1.1 | -0.5 | -4 | -7 | -3.0 | 2 | -7
CCOc1ccc(-c2nnn(CC(=O)NCc3cccs3)n2)cc1 | 1 | 0.5 | 0.6 | -1.1 | 1.7 | 0.3 | 0 | -1 | 0.5 | 1 | -3
O=C(NCCc1csc(-c2ccccc2)n1)c1ccco1 | -10 | -0.2 | 3.3 | -1.7 | 3.4 | -3.2 | 1 | -6 | -2.3 | 13 | -1
CCn1c(-c2ccccc2)c(C(=O)CCl)c2ccccc21 | -2 | -0.6 | -1.0 | -1.6 | -4.9 | -1.1 | -4 | -1 | 0.5 | -1 | -1
COc1cccc(-n2c(CN3CCN(c4cccc(C)c4)C(C)C3)nc3ccc([N+](=O)[O-])cc3c2=O)c1 (centres undefined) | 0 | -1.1 | -2.7 | -1.2 | 1.8 | 2.0 | -1 | -3 | -2.4 | -3 | 0
COc1ccc(N2C(=O)N(Cc3ccc(C)cc3)c3ccccc3S2(=O)=O)cc1 | -3 | 0.9 | 0.0 | -1.2 | -0.3 | 0.8 | -1 | -3 | -0.2 | 4 | 1
Cc1ccc(N2C(=O)C3C(C2=O)N2CCCN2C3c2ccccc2)cc1C (centres undefined) | 3 | 0.0 | -1.0 | -1.2 | 0.5 | -0.6 | 1 | 1 | -0.4 | -10 | 3
CCN(CC)S(=O)(=O)c1ccc(NC(=O)c2ccc(N(C)S(C)(=O)=O)cc2)cc1 | 4 | -3.6 | -3.6 | -2.4 | -7.1 | -3.8 | 1 | 4 | -3.0 | -5 | 1
CCCCCCNC(=O)CC(NS(=O)(=O)c1ccc(NC(C)=O)cc1)C(C)C (centres undefined) | 2 | -0.3 | -1.2 | -1.2 | -0.1 | -0.2 | 2 | 7 | -0.6 | -6 | 1
CCc1ccc(S(=O)(=O)N2CCN(c3ncccn3)CC2)cc1 | -5 | -0.1 | 1.8 | -0.7 | -0.3 | -1.6 | 1 | -3 | 1.9 | -1 | -2
CCCCCCCCN1C(=O)[C@@H](CC(=O)N2CCCCC2)C[C@@]2(C(=O)OC)C1=C[C@H](C1CCCC1)O[C@@H]2C | 4 | 0.1 | . | -0.4 | -0.9 | -0.5 | 1 | -2 | . | 1 | -2
Cc1nc2scc(C)n2c(=O)c1S(=O)(=O)N1CCN(c2ccccn2)CC1 | -1 | 0.2 | 2.6 | -0.9 | -1.2 | 1.0 | 0 | -21 | -0.4 | 3 | 0
O=S(=O)(c1ccc(OCc2nc3ccccc3s2)c(Cl)c1)N1CCOCC1 | 2 | 0.4 | 4.8 | -0.8 | 1.5 | 0.0 | 3 | 7 | 0.3 | -1 | -2
Cc1nc(-c2ccc(S(=O)(=O)NCc3ccccn3)s2)cs1 | -5 | -0.5 | 0.0 | -1.5 | -1.6 | -2.3 | 2 | -4 | -1.3 | -3 | 0
N/C(CCN1CCCCC1)=N/O | -4 | -1.0 | -1.5 | -0.3 | 0.1 | -1.2 | 0 | 2 | 1.6 | -2 | -8
COc1cc(C(=O)OC(C)C(=O)NCC2CCCCC2)cc(NC(=O)c2ccco2)c1OC (centres undefined) | 1 | -0.5 | -0.2 | -0.6 | 0.2 | 3.2 | 8 | 9 | 0.7 | 2 | 6
Cc1cc(C(=O)NCC(=O)OCC(=O)N(C)C2CCCCC2)ccc1[N+](=O)[O-] | 2 | 0.2 | 0.8 | -1.5 | -1.9 | -1.4 | 1 | 1 | -0.1 | 3 | 0
COc1ccc(-c2c(C)nc(N)nc2-c2ccc(OCc3ccc(C)cc3)cc2O)cc1OC | -26 | 0.2 | 1.4 | -0.6 | 1.7 | 5.2 | -11 | -5 | -2.1 | 1 | -4
COc1nccnc1NS(=O)(=O)c1ccc(NC(=S)NC(=O)c2ccccc2)cc1 | 1 | 0.6 | 0.3 | -0.1 | 0.3 | 1.5 | -2 | -7 | -1.6 | 8 | -1
COc1ccc(/C=C/C(=O)c2ccc3c4c(cccc24)CC3)cc1OC | -65 | -2.4 | -4.2 | -2.4 | -13 | -4.5 | -51 | 6 | -3.5 | -7 | 5
C[C@H]1CN([C@@H](C)CO)C(=O)CCCn2cc(nn2)CO[C@@H]1CN(C)C(=O)Nc1ccc2c(c1)OCO2 | -16 | 0.9 | -0.5 | -0.5 | 3.3 | -0.8 | -8 | -8 | 0.8 | 3 | -5
COC(=O)C(Cc1c[nH]c2ccccc12)NC(=O)c1cccc(S(=O)(=O)N2CCCCC2)c1 (centres undefined) | 3 | 0.7 | 1.2 | -0.7 | 1.6 | 2.4 | 4 | -9 | -0.1 | -89 | -2
CC(C)Oc1ccc(CCc2nnc(SC(C)C(=O)O)n2-c2ccccc2)cc1 (centres undefined) | 0 | 0.5 | 0.8 | -1.6 | -4.1 | -0.8 | 1 | 1 | -0.5 | -1 | -4
Cc1ccc(C2=NS(=O)(=O)N(C)C(C(=O)N(C)C3CCCCC3)=C2)cc1 | -18 | 0.4 | -2.9 | -1.8 | -2.2 | -0.6 | -3 | -35 | -0.4 | 12 | -2
O=C(O)CC1S/C(=N/N=C2CCCCC2)N(c2ccccc2)C1=O (centres undefined) | -7 | 0.2 | -0.7 | -0.8 | -1.0 | 0.3 | -2 | -9 | -0.8 | 12 | -1
CCOC(=O)N1CCN(c2cc3nccnc3cc2F)CC1 | -98 | -0.1 | 0.6 | -1.6 | -0.9 | -1.0 | -63 | 2 | -2.1 | -1 | -1
CC(=O)Nc1ccc(S(=O)(=O)c2ccnc3cc(Cl)ccc23)cc1 | -11 | -2.5 | -0.9 | -1.8 | -4.7 | -1.9 | 0 | 2 | -1.8 | -16 | 0
CCOc1ccc(NC(=O)COC(=O)C2CC2C)cc1 (centres undefined) | 2 | -0.6 | -0.7 | 0.0 | 7.2 | 4.6 | 5 | -2 | 2.1 | -6 | 3
COc1ccc(S(=O)(=O)N(C)CC(=O)NCCCn2ccnc2)cc1Cl | -6 | 0.0 | 0.2 | -0.1 | 1.9 | -2.2 | -1 | 3 | 0.8 | 4 | -4
Cc1ccc(C(=O)CC2(O)C(=O)N(Cc3ccccc3)c3ccccc32)o1 (centres undefined) | 0 | 0.0 | -2.0 | -0.9 | -1.6 | -0.9 | 0 | -3 | -1.0 | 1 | -5
CC1(C(=O)N2CCOCC2)CCCCC1 | -4 | 0.2 | 0.4 | -1.4 | -1.1 | -1.1 | 1 | 12 | 0.0 | 16 | -5
